# Assay outcomes (PubChem BioAssay)
# TRPC4 potent: allosterically enhances the mouse TRPC4 cation channel; Q9QUQ5; HEK293 TRPC4beta/mu-opioid, DAMGO EC20, Fluo-4 Ca2+ flux; hits give high values; B-score at 10 µM; 310,000 compounds, 0.42% hits;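 active = B-score of calcium response area above 5 SD of library B-scores, with initial fluorescence ratio within 5 SD of library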;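 also: B-score of integrated fluorescence ratio over time as area under calcium response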
# SKKanGAS inh: inhibitors of SKKanGAS S. pyogenes growth in kanamycin (SK-promoter or general growth effect); BacTiter-Glo, 6 h; 300,000 compounds, 1.3% hits; inhibition, % at 7.5 µM;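 active = mean replicate score, as percent of positive control median, at least 50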;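 also: strain carries kanamycin resistance gene driven by streptokinase promoter and grows in 40 µg/ml kanamycin; loss of luminescence reflects streptokinase promoter inhibition or plain growth inhibition; 0% = median of DMSO wells and 100% = positive control at its reference dose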
# HIF activator: HIF pathway transcriptional activation | U2OS HRE-luciferase reporter, luminescence; normalized: DMSO 0%, desferrioxamine 100% | activation, % at 7.5 µM (by protocol) | 300,000 compounds, 0.32% hits | AID 1910;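 active = mean activation of at least 10% of the iron chelator positive control signal, with at least half of replicates also reaching 10%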
# TRPC4 block: inhibitors of mouse TRPC4 channel; HEK293 TRPC4beta/mu-opioid, DAMGO-evoked Fluo4 calcium flux; hits give low values; B-score at 10 µM; 300,000 compounds, 0.39% hits;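 active = B-score over 3 SD under the library average, no early fluorescence shift, positive overall ratio signal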
#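 Assay system: HEK293 cells with stable TRPC4beta plus mu-opioid receptor expression; Probe or stimulus: DAMGO in two steps, submaximal then maximal; Dosing: single-point compound dosing; Measured by: Fluo4 calcium-dye fluorescence, kinetic read; Read-out basis: B score from integrated Fluo4 fluorescence ratio.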
# KLF5 inhibitor: suppresses KLF5 promoter-driven expression; DLD-1 KLF5 promoter-luciferase reporter, luminescence; 290,000 compounds, 0.23% hits; AID 1700; inhibition, % at 5 µM;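 active = inhibition above a per-plate limit of that plate's mean compound inhibition plus 3 SD, cut at about 60% in these data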;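 also: 0% = DMSO wells and 100% = LY294002 at 200 µM; higher means less KLF5 promoter-driven luciferase light; inactives centre near -14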
# IEC-6 tox: counter-screen for KLF5 inhibitors: cytotoxicity in IEC-6 cells | AID 1825 | inhibition, % at 5 µM | 290,000 compounds, 0.78% hits | IEC-6 cytotoxicity, luminescence viability; in the data active = inhibition above about 22%;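 also: 0% = plate median of test compound wells and 100% = cytotoxic reference compound wells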
# TRPC6 activator: mouse TRPC6 channel activation. Q61143. HEK293-TRPC6 membrane potential dye fluorescence; hits give high values. B-score at 10 µM. 310,000 compounds, 0.13% hits. AID 2550;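 active = B-score of the integrated fluorescence ratio above library mean plus 3 SD, and starting fluorescence ratio within library mean plus 5 SD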;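 also: higher score means more depolarization so channel activation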
# aSyn UTR inh: 5' untranslated region of α-synuclein, MLPCN primary screen | 300,000 compounds, 0.82% hits | AID 1813 | inhibition, % (tested at 7.5 µM) | alpha-synuclein 5'UTR reporter, inhibitor activity; in the data active = inhibition above about 60%;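 also: H4 neuroglioblastoma cells stably carrying SNCA 5'UTR luciferase fusion; 0% = DMSO wells and 100% = positive control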
# TRPC4 agonist: activators of mouse TRPC4 channel; Q9QUQ5; HEK293 TRPC4beta/mu-opioid, Fluo4 calcium fluorescence; hits give high values; B-score at 10 µM; 310,000 compounds, 0.49% hits; AID 2237;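 active = B-score above 5 SD of library B-scores, and initial fluorescence ratio not above library mean plus 5 SD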;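 also: positive B-score marks a calcium rise read as TRPC4 activation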
#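 System – HEK293 cells stably co-expressing mouse TRPC4beta and mu-opioid receptor · Signal – Fluo4 calcium-sensitive dye fluorescence, kinetic, 1 Hz baseline · Benchmarks – buffer (low) and maximal DAMGO (high) · Read-out – B score of integrated fluorescence ratio per well · Incubation – dye loading 45 min room temperature, 110 s kinetic read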
# MrgX1 antag: antagonists of human MrgX1 receptor; Q96LB2; 310,000 compounds, 1.3% hits; B-score at 10 µM; MRGX1-HEK293 calcium flux, Fluo-4, BAM8-22 antagonism; hits give low values;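 active = calcium-response B-score plate-corrected more than 3 library SD below zero, starting fluorescence within 5 deviations, no agonist response on first addition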;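 also: peak minus trough fluorescence over baseline after final BAM8-22 challenge near maximal dose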
# Target sequence (Q96LB2 whole entry, looked up): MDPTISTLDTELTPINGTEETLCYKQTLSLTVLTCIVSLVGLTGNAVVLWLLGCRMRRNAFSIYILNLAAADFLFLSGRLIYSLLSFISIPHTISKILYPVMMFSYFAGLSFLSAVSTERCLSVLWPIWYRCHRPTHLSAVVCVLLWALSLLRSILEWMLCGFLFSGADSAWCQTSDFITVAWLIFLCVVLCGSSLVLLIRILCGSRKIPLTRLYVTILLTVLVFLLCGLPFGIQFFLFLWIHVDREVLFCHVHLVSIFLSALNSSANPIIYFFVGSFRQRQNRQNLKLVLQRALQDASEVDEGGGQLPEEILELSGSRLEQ
# TRPC6 inhibitor: mouse TRPC6 channel inhibition; Q61143; HEK293-TRPC6, membrane potential dye, ACh-evoked depolarization; hits give low values; B-score at 10 µM; 310,000 compounds, 1.1% hits; AID 2553;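 active = B-score under library mean minus 3 SD, initial fluorescence not abnormally high, positive integrated signal ratio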;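 also: B-score derived from integrated fluorescence ratio over the kinetic read; more negative B-score means stronger inhibition of depolarization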
# An asterisk follows results filed as active; i = inactive; · = not tested or not shown; & = joins results of further samples.
SMILES,TRPC4 potent,SKKanGAS inh,HIF activator,TRPC4 block,KLF5 inhibitor,IEC-6 tox,TRPC6 activator,aSyn UTR inh,TRPC4 agonist,MrgX1 antag,TRPC6 inhibitor
Cc1cc(C)n(CCCNCC(O)c2ccccc2)n1 (stereo not drawn),i,6,-0.1,i,-17,0,i,-6,i,i,i
O=C(NCc1ccc(Cl)cc1)C1CCN(S(=O)(=O)c2cccc3nonc23)CC1,i,-8,0.0,i,-20,4,i,26,i,i,i
O=C(Nc1ccc(OC(F)(F)F)cc1)Nc1cccnc1,i,-6,1.0,i,-54,2,i,-110,i,i,i
COc1ccc(Cc2nnc(NC(=O)CS(=O)(=O)Cc3ccccc3)s2)cc1,i,4,-0.4,i,-33,-1,i,-2,i,i,i
CCn1c(CC(=O)Nc2ccccc2F)nnc1SCC(=O)Nc1nnc(C)s1,i,-2,0.1,i,-23,-3,i,6,i,i,i
COc1cccc(NC(=O)CN(C)C(=O)c2cc(-c3ccc(F)cc3)nc3ccccc23)c1,i,25,-28,i,·,·,i,18,i,i,i
O=C(Oc1oc(-c2ccco2)nc1C=Nc1ccccc1)c1ccco1,i,1,1.4,i,-15,1,i,-60,i,i,i
O=C(NCc1cccnc1)c1ccccc1-c1nc(-c2ccccc2)no1,i,-32,0.3,i,-41,0,i,-7,i,i,i
CCNC(=O)CSC1=N/C(=C\c2ccc(O)c(OCC)c2)C(=O)N1c1ccc(OC(F)F)cc1,i,19,-0.9,i,-8,-1,i,-3,i,i,i
Cc1ccc(CSc2nc3ccncc3n2CC(=O)Nc2cc(C)cc(C)c2)cc1,i,-5,-0.1,i,-18,4,i,23,i,i,i
COc1ccc(-n2ncc(C(C)NS(=O)(=O)c3ccc(C(C)=O)cc3)c2C)cc1 (stereo not drawn),i,4,0.0,i,-17,-1,i,-3,i,i,i
O=C(NCCCO)c1c(O)c2cccc3c2n(c1=O)CCC3,i,0,0.0,i,6,21,i,-1,i,i,i
Nc1nonc1C(=O)NCCNC(=O)c1ccc(Cl)c(Cl)c1,i,2,0.2,i,-6,5,i,7,i,i,i
CCOC(=O)N1CCN(C(=O)COC(=O)Cc2ccc(OC)cc2)CC1,i,-1,0.1,i,-24,7,i,8,i,i,i
COc1ccc(CCNc2nc(-c3ccco3)cc(C(F)(F)F)n2)cc1OC,i,1,-0.4,i,-19,2,i,21,i,i,i
Cn1cccc1Cc1nnc(SCC(=O)NCc2ccccc2Cl)n1-c1ccc(F)cc1,i,-14,0.2,i,-16,-7,i,-13,i,i,i
Cc1ccc(Nc2cc(=O)[nH]c(=O)[nH]2)c(C)c1,i,5,-0.5,i,6,-4,i,-7,i,i,i
Cc1noc(C)c1CSCC(=O)Nc1cc(S(=O)(=O)N2CCOCC2)ccc1OC(C)C,i,3,-0.2,i,·,·,i,1,i,i,i
COCCn1nnnc1C(CC(C)C)N1CCN(C(=O)c2ccco2)CC1 (stereo not drawn),i,·,·,i,-1,-5,i,·,i,·,i
COc1ccc(Cl)cc1NC(=O)Cn1cccc1,i,0,-0.3,i,-8,4,i,20,i,i,i

# As a short view, some entries already given:
SMILES,TRPC4 potent,SKKanGAS inh,HIF activator,TRPC4 block,KLF5 inhibitor,IEC-6 tox,TRPC6 activator,aSyn UTR inh,TRPC4 agonist,MrgX1 antag,TRPC6 inhibitor
Cc1cc(C)n(CCCNCC(O)c2ccccc2)n1 (stereo not drawn),i,6,-0.1,i,-17,0,i,-6,i,i,i
O=C(NCc1ccc(Cl)cc1)C1CCN(S(=O)(=O)c2cccc3nonc23)CC1,i,-8,0.0,i,-20,4,i,26,i,i,i
O=C(Nc1ccc(OC(F)(F)F)cc1)Nc1cccnc1,i,-6,1.0,i,-54,2,i,-110,i,i,i
COc1ccc(Cc2nnc(NC(=O)CS(=O)(=O)Cc3ccccc3)s2)cc1,i,4,-0.4,i,-33,-1,i,-2,i,i,i

# Remaining list, next part:
SMILES,TRPC4 potent,SKKanGAS inh,HIF activator,TRPC4 block,KLF5 inhibitor,IEC-6 tox,TRPC6 activator,aSyn UTR inh,TRPC4 agonist,MrgX1 antag,TRPC6 inhibitor
Cc1ccc(C(=O)N2CCCC(CCC(=O)N3CCN(c4ccccn4)CC3)C2)cc1 (stereo not drawn),i,-14,-0.4,i,-31,2,i,13,i,i,i
COC(=O)C(Cc1ccccc1)NC(=O)CNC(=O)c1ccccc1OC (stereo not drawn),i,0,-0.3,i,1,-6,i,15,i,i,i
c1ccc(-n2nnnc2NCCCN2CCOCC2)cc1,i,-2,0.7,i,15,2,i,8,i,i,i
CC(=O)Nc1ccc(Cc2nc3ccccc3[nH]2)cc1,i,-3,0.0,i,10,-2,i,7,i,i,i
CC(=O)c1c(C)[nH]c(C(=O)COC(=O)c2cc(S(=O)(=O)N(C)c3ccccc3)ccc2Cl)c1C,i,15,-0.2,i,-34,-2,i,8,i,i,i
COc1ccc(-c2nc(CS(=O)CC(=O)NCc3ccco3)c(C)o2)cc1 (stereo not drawn),i,-10,0.1,i,-19,-4,i,-13,i,i,i
CCCN(CCC)c1ccc(/C=N/NC(=O)CN2CCOCC2)cc1,i,-4,0.2,i,-16,-6,i,0,i,i,i
OC(COc1cccc(OCC(O)CN2CCOCC2)c1)CN1CCOCC1 (stereo not drawn),i,-1&1,-0.3&-1.1,i,-31&-36,-2&3,i,8&13,i,i,i
O=C(N/N=C/c1ccsc1)c1cc(-c2ccncc2)nc2ccccc12,i,-1,-1.8,i,-6,8,i,-11,i,i,i
COc1ccc(-c2nnc(SCC(=O)c3ccc[nH]3)o2)cc1,i,-3,0.9,i,-114,2,i,-107,i,i,i
Cn1c(N)c(C(=O)COC(=O)CNS(=O)(=O)c2ccc(Cl)c(Cl)c2)c(=O)n(C)c1=O,i,22,0.0,-6*,5,0,i,24,i,i,i
COc1ccc(NC(=O)c2ccco2)cc1S(=O)(=O)N1CCCCC1,i,-3,0.4,i,-6,5,i,3,i,i,i
O=C(Nc1ccc2oc(-c3ccc(F)cc3)nc2c1)c1ccccc1F,i,-1,0.5,i,-46,-1,i,-113,i,i,i
CC1=C(C(=O)OC2CCCCCCC2)C(c2cc3c(cc2Br)OCO3)CC(=O)N1 (stereo not drawn),i,43,-0.3,i,-39,-5,i,6,i,i,i
Cc1n[nH]c(C)c1CCc1nc2c3ccccc3nc(SCC(=O)Nc3ccccc3F)n2n1,i,5,-1.7,i,-1,-6,i,-18,i,-7*,i
CCc1nnc(SCc2ccc(CSc3nnc(CC)n3N)cc2)n1N,i,-3,-0.4,i,-19,1,i,10,i,·,i
CCOc1cccc(CN2CCCC(C(=O)Nc3ccc(-c4ccn[nH]4)cc3)C2)c1O (stereo not drawn),i,1,0.3,i,-2,-18,i,13,i,i,i
Cc1ccc(NS(=O)(=O)c2ccc3[nH]c(=O)c(=O)[nH]c3c2)cc1Cl,i,-21,-0.2,i,-7,-3,i,-21,i,i,i
Cc1cccc(Nc2nc(N)nc(CN3CCC(C)CC3)n2)c1C,i,-9,0.0,i,1,-5,i,-36,i,i,i
COc1ccc(CCNC(=O)c2[nH]c(C)c(C(C)=O)c2C)cc1,i,-2,0.0,i,4,0,i,18,i,i,i
CC(=O)c1ccc(N/C=C/C(=O)c2ccc(Br)cc2)cc1,i,-1,-0.2,i,-71,-1,i,-226,i,i,i
Cc1cc(C)c(NC(=O)C2CCCN2C(=O)NC2CCCCC2)c(C)c1 (stereo not drawn),i,-1,-0.2,i,3,3,i,-19,i,i,i
CC(C)Nc1nc(NC(C)C)nc(OCCOC(=O)c2ccccc2)n1,i,-2,-0.6,i,-12,-5,i,10,i,i,i
CCOc1ccc(/C=N/NC(=O)C(C)N(c2ccc(OC)cc2)S(C)(=O)=O)cc1OCC (stereo not drawn),i,-1,-0.1,i,3,-2,i,12,i,i,i
COC(=O)c1nn(-c2ccccc2)c(Cl)c1/C=N/OCc1c(Cl)cccc1Cl,i,-1,-0.1,i,·,·,i,-8,i,i,i
Nc1ccccc1Sc1ccc(C(=O)c2ccccc2C(=O)O)cc1[N+](=O)[O-],i,2,0.1,i,-55,-3,i,-1,i,i,i
Cc1ccc(CS(=O)(=O)Cc2ccc(C(=O)NCCCN3CC(C)CC(C)C3)o2)cc1 (stereo not drawn),i,-4,0.2,i,1,4,i,-8,i,i,i
Cc1cc(C)n2nc(C)c(-c3ccc(Cl)cc3)c2n1,i,3,-21,i,-23,1,i,21,i,i,i
COc1ccccc1C(=O)N/N=C(\C)CC(=O)Nc1ccc(Nc2ccccc2)cc1,i,8,0.2,i,-24,-8,i,15,i,i,i
COC(=O)c1cnn(-c2ccc(F)cc2F)c1/C=N/NC(N)=S,i,2,-1.1,i,-18,1,i,7,i,i,i
O=C(Nc1nccs1)C(F)(F)C(F)(F)C(F)(F)C(=O)Nc1nccs1,i,0,-0.1,i,0,-6,i,-4,i,i,i
Cc1ccc(/C=N/NC(=O)c2ccoc2C)o1,i,4,1.3,i,-87,1,i,-137,i,i,i
O=C(O)CN1C(=O)/C(=C\c2cccc(OCc3ccc(Cl)cc3)c2)SC1=S,i,12,0.1,i,-36,0,i,-14,i,i,i
CN(C)Cc1c(C(=O)N/N=C/c2ccc(OCc3ccc(F)cc3)cc2)nnn1-c1nonc1N,i,-3,1.5,i,-15,1,i,-37,i,i,i
NC(=O)C(Cc1ccccc1)N1C(=O)c2ccccc2C1=O (stereo not drawn),i,-7,-0.4,i,-4,3,i,10,i,i,i
Cn1c(SCc2ccc(C#N)cc2)nnc1-c1cccc(Cl)c1,i,-14,0.1,i,-22,-4,i,4,i,-4.7*,i
O=C(NC1CCCCCCC1)c1ccco1,i,2,0.3,i,-30,-1,i,-20,i,i,i
CCOC(=O)CNC1CC(=O)N(c2cccc(Cl)c2)C1=O (stereo not drawn),i,3,-0.6,i,-14,4,i,19,i,i,i
CC1(C)Cc2c(sc(NC(=O)C(=O)NCCCN3CCOCC3)c2C#N)CO1,i,1,0.4,i,-17,3,i,1,i,i,i
O=C(NNC(=O)C12CC3CC(CC(Cl)(C3)C1)C2)c1ccncc1,i,-2,0.2,i,·,·,i,-12,i,i,i
